Screening results from PubChem.
RmlCD inh 1536 – blocks M. tuberculosis RmlC and RmlD coupled enzymes; inhibition, % at 3.6 µM; 160,000 compounds, 0.03% hits; RmlC+RmlD coupled enzyme assay, percent inhibition; primary screen in compound mixtures; P9WH09+P9WH11; in the data active = inhibition mostly above about 34%, no sharp cut-off; note: some results filed as inactive read as strong as hits
Target sequence (P9WH09 whole entry, looked up): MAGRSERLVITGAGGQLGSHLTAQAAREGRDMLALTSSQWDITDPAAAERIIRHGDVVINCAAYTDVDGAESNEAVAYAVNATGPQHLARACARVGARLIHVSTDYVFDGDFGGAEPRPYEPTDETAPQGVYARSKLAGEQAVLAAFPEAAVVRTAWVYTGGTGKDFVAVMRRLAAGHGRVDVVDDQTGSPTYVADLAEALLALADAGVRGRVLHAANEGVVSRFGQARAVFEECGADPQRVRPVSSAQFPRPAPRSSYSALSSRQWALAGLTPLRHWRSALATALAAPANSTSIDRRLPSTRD
Target sequence (P9WH11 whole entry, looked up): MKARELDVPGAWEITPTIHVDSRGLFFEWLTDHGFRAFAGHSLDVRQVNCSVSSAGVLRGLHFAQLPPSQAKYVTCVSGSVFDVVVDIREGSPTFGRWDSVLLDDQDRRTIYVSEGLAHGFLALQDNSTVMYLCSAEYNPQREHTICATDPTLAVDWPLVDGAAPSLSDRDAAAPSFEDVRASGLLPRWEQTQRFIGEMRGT
GlmU inhibition – inhibition of mycobacterial GlmU enzyme – biochemical, glucosamine-1-phosphate acetyltransferase (AID 1376); M. tuberculosis GlmU acetyltransferase enzyme assay; higher % means a stronger effect; one-dose inhibition, %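 (tested at 30 µM in the primary screen)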; IC50 in µM for titrated hits; 220,000 compounds, 0.25% hits; in the data active = inhibition above about 13%;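 note: 0% = complete reaction with vehicle and 100% = reaction without substrate; strong numbers were not always called active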
Starred values were filed as active, the others as inactive; / = no result given.

SMILES | RmlCD inh 1536 | GlmU inhibition
CCCCN(CCCC)S(=O)(=O)c1ccc(N2CCCC2=O)c([N+](=O)[O-])c1 | / | 4.4%
CCC(C)(C)NC(=O)C(c1ccc(OC)cc1)N(Cc1ccco1)C(=O)CCC(=O)Nc1cc(C)on1 (stereo not drawn) | / | 3.4%
O=C(NNS(=O)(=O)c1cccc(Cl)c1Cl)c1cccc(S(=O)(=O)N2CCOCC2)c1 | 5 | 1.3%
CC(C)OC(=O)CSc1nc(N)c(C#N)c(-c2cccs2)c1C#N | 41 | -1.9%
CC(CC(=O)C1C(C)C=CCC1(C)C)NNC(N)=O (stereo not drawn) | -20 | 1.4%
COc1ccccc1N1C(=O)CC(Sc2ncccc2C(=O)O)C1=O (stereo not drawn) | / | -1.2%
CN(C)CCCNCCNC(=O)/C=N\O | -8 | 0.5%
O=C(COc1cccnc1[N+](=O)[O-])NCCc1ccc(Cl)cc1 | -5 | -5.5%
CCN(C(=O)CCc1nc(-c2ccc(OC)cc2)no1)c1cc(OC)ccc1OC | / | 5.5%
CCOP(=O)(C1=C(O)C(=O)C(C(C)(C)C)=CC1=O)c1ccccc1 (stereo not drawn) | -7 | 19%*
Cc1cccc(N(C(=O)c2nsc(Cl)c2Cl)C(C(=O)NC2CCCC2)c2ccc(O)cc2)c1 (stereo not drawn) | / | 2.6%
COc1ccc(Nc2nnc(SCC(=O)NC(=O)Nc3ccc4c(c3)OCCO4)s2)cc1 | 21 | -9.5%
O=C(NNS(=O)(=O)c1ccc(F)cc1)c1sccc1-n1cccc1 | -94 | -0.3%
COc1ccc(-c2[nH]c(-c3ccccc3)nc2SCC(=O)NCc2ccco2)cc1OC | / | 1.5%
Oc1ccc(CC2CC3CCN2CC3)cc1O (stereo not drawn) | -2 | -1.1%
COC(=O)C1=C(C)N(CC2CC2)C(=O)N[C@H]1c1ccccc1 | / | 1.0%
COc1ccc(N2Cc3cccc(C(=O)O)c3C2=O)cc1 | -6 | 4.0%
CN(C)CCNC(=O)c1ccc(Cl)s1 | -3 | -7.0%
OCC1CCCN(C(=S)NCCc2ccccc2)C1 (stereo not drawn) | -10 | -3.6%
CC(=O)N1CCN(Cc2nc3cc(NC(=O)c4ccccc4Cl)ccc3n2C)CC1 | -4 | -1.0%
O=C(OCc1cccc([N+](=O)[O-])c1)c1cnccn1 | 4 | 0.0%
COc1ccc(/C=N\N=C(N)N)cc1 | 7 | -5.9%
O=C(CC1(O)C(=O)Nc2ccccc21)c1ccc2c(c1)OCO2 (stereo not drawn) | -5 | -1.9%
CC1(C)C(=O)Nc2ccccc2N1C(=O)COC(=O)c1cc([N+](=O)[O-])ccc1N | -2 | -2.9%
Cc1ccc2c(CSc3nnc(N)s3)cc(=O)oc2c1 | 0 | 7.7%
COC(=O)C1CC(c2c(OC)cc(OC)cc2OC)=NO1 (stereo not drawn) | / | 1.7%
CC(C)(C)N=C1NC(=NC(C)(C)C)c2ccccc21 | 7 | 0.8%
O=[N+]([O-])c1cc2oc3c(c2c(C=NCc2ccccc2)c1O)CCCC3 | / | 3.8%
CCOC(=O)N1CCN(C(=O)C2CCN(C(=O)c3cc4sccc4n3CC)CC2)CC1 | / | -4.2%
COc1ccc(/C=N/NC(=O)c2cccc(Br)c2)cc1Cn1cc(Cl)cn1 | -4 | -1.0%

Some of the entries so far, tab-delimited.
structure	RmlCD inh 1536	GlmU inhibition
Cc1ccc2c(CSc3nnc(N)s3)cc(=O)oc2c1	0	7.7%
COC(=O)C1CC(c2c(OC)cc(OC)cc2OC)=NO1 (stereo not drawn)	/	1.7%
CC(C)(C)N=C1NC(=NC(C)(C)C)c2ccccc21	7	0.8%
O=[N+]([O-])c1cc2oc3c(c2c(C=NCc2ccccc2)c1O)CCCC3	/	3.8%
CCOC(=O)N1CCN(C(=O)C2CCN(C(=O)c3cc4sccc4n3CC)CC2)CC1	/	-4.2%
COc1ccc(/C=N/NC(=O)c2cccc(Br)c2)cc1Cn1cc(Cl)cn1	-4	-1.0%

Continuation:
SMILES | RmlCD inh 1536 | GlmU inhibition
CCC1OC23CCCCC2C(C#N)(C(=N)O3)C1(C#N)C#N (stereo not drawn) | 2 | -3.8%
Cn1c(SCC(=O)N2CCOCC2)nnc1-c1ccc(Cl)cc1Cl | / | 4.4%
O=C(CCc1ccccc1)N1CCN(c2ccc(F)cc2)CC1 | 6 | 0.9%
COc1ccccc1CC(NC(C)=O)C(=O)NC1CCN(C(=O)c2ccc([N+](=O)[O-])cc2)CC1 (stereo not drawn) | / | 1.9%
N#Cc1c(-c2cccs2)nc(SCc2ccc(Cl)cc2)[nH]c1=O | -5 | 2.2%
Cc1ccc(OCc2nc(-c3ccccc3)no2)c(C)c1 | / | -4.5%
COc1ccc(Nc2oc(COc3ccccc3F)nc2C#N)cc1 | 10 | 4.0%
CCOC(=O)c1c(N2C(=O)C=CC2=O)sc(C)c1C | / | 1.6%
CCC(Sc1nc2ccccc2s1)C(=O)Nc1nnc(C)s1 (stereo not drawn) | / | 8.8%
COC(=O)/C=c1/sc2nc3ccccc3n2c1=O | -5 | 0.2%
COC(=O)c1c(S(=O)(=O)NCc2ccccc2)sc(C(=O)O)c1C | -4 | 1.6%
COc1ccc(OC)c(N(CC(=O)NCc2cccnc2)S(C)(=O)=O)c1 | 1 | -0.6%
CNC(=O)COC(=O)c1nc(-n2nc(C)cc2C)ccc1Cl | -2 | 2.3%
CC(=O)N1CC2(c3ccccc3)CN(C(C)=O)CC(c3ccccc3)(C1)C2=O | -7 | 5.4%
CCOC(=O)CCSCC(=O)Nc1cc(C)on1 | -3 | 2.8%
O=C(CCc1[nH]c2ccccc2c1Sc1ccccc1)NCCO | -11 | -6.1%
COc1ccc(C2N=C(N)N=C(N)N2c2ccc(C)cc2)cc1 (stereo not drawn) | / | -0.2%
Cc1ccc(CN2CCC(N3CCC(C(=O)NCC4CCCO4)CC3)CC2)o1 (stereo not drawn) | 1 | 3.0%
CC(C)=NNC(=O)CN1C(=O)NC2NC(=O)NC21 (stereo not drawn) | 3 | -2.5%
Cc1cc(C(F)(F)F)n2nc(C)c(-c3ccc(Cl)cc3)c2n1 | 7 | -3.9%
Cc1ccc(C(=O)NC(=S)Nc2ccc(CN3CCCCC3)cc2)c(C)c1 | -1 | 0.9%
O=C(O)c1cccc(N/N=C/c2ccc(F)c(F)c2)c1 | -4 | -1.8%
NC(=O)c1ncn([C@@H]2O[C@H](CO)[C@@H](O)[C@H]2O)c1O | / | 3.0%
O=C(Nc1ccc2nc3ccccc3nc2c1)c1ccc(Br)cc1 | 6 | 3.9%
CCNC(=S)NCc1ccco1 | -4 | -2.3%
C=CCn1c(Cc2ccccc2)n[nH]c1=S | 8 | -5.6%
COc1cc(NC(=O)Nc2cccc(C(C)=O)c2)cc(OC)c1OC | / | 1.0%
COC(=O)c1c(C)oc(C)c1S(=O)(=O)N1CCCC1 | -8 | -2.5%
CC(C)(C)NC(=O)NC(=O)CN1CC=C(c2ccccc2)CC1 | 9 | -2.2%
O=C(NCSc1ccnc(SCNC(=O)c2ccc(F)cc2)n1)c1ccc(F)cc1 | 9 | -0.8%
COc1ccccc1N1C(=O)S/C(=C\c2cc(C)n(C)c2C)C1=O | 9 | -2.5%
O=C(CN(C1CC1)S(=O)(=O)c1ccc(S(=O)(=O)NC2CCCCC2)cc1)Nc1ccccc1 | 3 | 2.0%
Cc1cc(Cl)ccc1OC(C)C(=O)Nc1ccc([N+](=O)[O-])cn1 (stereo not drawn) | -9 | 1.4%
COc1ccc(NC(=O)CCN2CCCCC2)cc1 | / | 7.8%
C/C(=N\NC(=O)CSc1nc2ccccc2o1)c1ccc(O)cc1 | -10 | -1.5%
COc1ccc(N2CCN(S(=O)(=O)c3ccc(C(=O)NC4CCCC4)cc3)CC2)cc1 | 9 | 1.0%
O=C(NCCCl)Nc1cccc(Br)c1 | / | 6.2%
COCCn1c(C)cc(C(=O)CN2C(=O)NC3(CCCCCCC3)C2=O)c1C | -7 | 1.2%
COc1cccc(N2CCN(c3ncnc4c3cnn4-c3ccc(C)cc3C)CC2)c1 | 12 | -4.1%
CCOC(=O)c1sc2c(c1C)C(c1cccs1)C1=C(CCCC1=O)N2 (stereo not drawn) | 16 | -5.5%
Fc1ccc(N2CCN(Cc3cnc(N4CCOCC4)s3)CC2)cc1 | 4 | -4.1%
O=C(Nc1ccc(S(=O)(=O)Nc2ncccn2)cc1)c1ccccc1NS(=O)(=O)c1ccc(Cl)cc1 | -9 | 9.0%
Cc1c(C#N)c(NC(=O)c2ccccc2)n(Cc2ccccc2)c1C | 7 | -1.6%
CCOC(=O)C1(Cc2cccc(F)c2)CCN(C(=O)Cn2cnnn2)CC1 | 37 | -1.6%
O=[n+]1cc(-c2ccc(Cl)cc2)n([O-])c2c1CCCCC2 | 2 | 0.1%
O=C1CCCN1CCC1CCN(C(=S)Nc2ccc(F)cc2)CC1 | 6 | 0.4%
CCn1c(SCC(=O)c2ccccc2)nc2c(c1=O)SC(C)C2 (stereo not drawn) | 4 | 3.4%
CC1CCN(c2ccccc2NC(=O)c2ccc(C#N)cc2F)CC1 | -13 | 5.5%
CC(=O)Nc1nc(C)nc(-c2ccccc2)c1C(C)=O | 5 | 4.8%
COC(=O)c1cc(CN2CCN(c3ccccc3C)CC2)ccc1O | 4 | 4.9%
Cc1cc(NC(=O)Cc2cccs2)nn1CC(=O)NCc1ccco1 | 5 | -0.2%
COc1ccc(C)cc1S(=O)(=O)N(C)CC(N)=O | / | 1.7%
O=C(O)CC(NC(=O)C(F)(F)F)c1ccc2c(c1)OCO2 (stereo not drawn) | -9 | 0.0%
Cc1ccc(N=Cc2cc(C)n(C3CCCC3)c2C)cc1 | -6 | -1.5%
NS(=O)(=O)c1ccc(N/N=C/c2ccccc2Br)cc1 | -15 | -4.3%
O=C(Nc1ccc(F)cc1)c1cc(S(=O)(=O)N2CCCCC2)cs1 | / | -0.5%
CC(C)(C)NC(=O)CSc1nc(N)c(-c2ccccc2)c(=O)[nH]1 | 4 | 1.1%
O=C(CN1C(=O)c2ccccc2C1=O)NCc1ccccn1 | 5 | /
COCCCNC(=O)/C(C#N)=c1\s/c(=C\c2ccccc2OC(F)F)c(=O)n1CCCOC | 2 | -2.8%
O=S(=O)(Nc1cccc(-c2nnco2)c1)c1ccc(F)cc1F | -3 | 2.1%

For convenience, part of the list above.
SMILES | RmlCD inh 1536 | GlmU inhibition
CCn1c(SCC(=O)c2ccccc2)nc2c(c1=O)SC(C)C2 (stereo not drawn) | 4 | 3.4%
CC1CCN(c2ccccc2NC(=O)c2ccc(C#N)cc2F)CC1 | -13 | 5.5%
CC(=O)Nc1nc(C)nc(-c2ccccc2)c1C(C)=O | 5 | 4.8%
COC(=O)c1cc(CN2CCN(c3ccccc3C)CC2)ccc1O | 4 | 4.9%
Cc1cc(NC(=O)Cc2cccs2)nn1CC(=O)NCc1ccco1 | 5 | -0.2%
COc1ccc(C)cc1S(=O)(=O)N(C)CC(N)=O | / | 1.7%
O=C(O)CC(NC(=O)C(F)(F)F)c1ccc2c(c1)OCO2 (stereo not drawn) | -9 | 0.0%

Remaining list, next part:
SMILES | RmlCD inh 1536 | GlmU inhibition
O=C(CSc1nnc(SCc2ccccc2Cl)s1)N/N=C/c1c[nH]c2ccccc12 | -13 | -4.3%
O=C(Cn1nnc(-c2ccc(Cl)cc2)n1)NC1CCN(Cc2ccccc2)CC1 | 18 | 7.8%
OCCCc1nc2ccccc2[nH]1 | / | 5.6%
Cc1ccc(S(=O)(=O)NCc2n[nH]c(=S)n2C)cc1 | 49 | -1.6%
COc1cccc2cc(C(=O)N(C)C3CCN(C)CC3)c(=O)oc12 | 8 | 11%
COc1ccc(/C=N/n2c(SC)nnc(C(C)(C)C)c2=O)cc1 | -5 | 0.0%
O=C(O)/C=C/c1cccc(OCc2ccccc2)c1 | 45 | 1.5%
CCOC(=O)c1c(NC(=O)C2CC=CCC2C(=O)O)sc(C)c1CC (stereo not drawn) | / | 0.7%
O=C(NCc1ccc2c(c1)OCO2)c1c(F)c(F)c(F)c(F)c1F | 23 | 2.1%
COc1ccccc1CN1C(=O)c2ccncc2C1=O | -7 | -2.6%
CCOC(=O)Cc1csc(NC(=O)CN(C)S(=O)(=O)c2ccc3c(c2)CCC(=O)N3)n1 | / | -0.7%
O=C(CSc1cccc[n+]1[O-])Nc1cccc(S(=O)(=O)NC2=NCCCCC2)c1 | -6 | 2.8%
COC(=O)c1sccc1NC(=O)c1sccc1C | / | 2.4%
CC(C)c1ccc(N=c2c([N+](=O)[O-])nn(-c3ccc4c(c3)OCCO4)n2O)cc1 | / | 3.4%
CCN(CC)S(=O)(=O)c1cc(NC(=O)c2cc(-c3ccccn3)nc3ccccc23)ccc1C | 8 | -0.2%

Rewritten field by field: 2 of the compounds above.
COC(=O)C1=C(C)N(CC2CC2)C(=O)N[C@H]1c1ccccc1
  RmlCD inh 1536 = /
  GlmU inhibition = 1.0%
COc1ccc(N2Cc3cccc(C(=O)O)c3C2=O)cc1
  RmlCD inh 1536 = -6
  GlmU inhibition = 4.0%

Of the compounds above, these contain a CF3 group.
SMILES | RmlCD inh 1536 | GlmU inhibition
Cc1cc(C(F)(F)F)n2nc(C)c(-c3ccc(Cl)cc3)c2n1 | 7 | -3.9%
O=C(O)CC(NC(=O)C(F)(F)F)c1ccc2c(c1)OCO2 (stereo not drawn) | -9 | 0.0%

(cont.)
SMILES | RmlCD inh 1536 | GlmU inhibition
C=CCNC(=O)c1ccc(-c2nc(-c3ccc(Cl)c(Cl)c3)cs2)cc1 | / | 3.6%
O=C(COC(=O)CCc1nc2ccccc2s1)Nc1cccc(S(=O)(=O)N2CCOCC2)c1 | -5 | 0.6%
CC(C)COc1ccc(C(=O)NC(Cc2c[nH]c3ccccc23)C(=O)NN)cc1 (stereo not drawn) | -8 | 2.3%
COc1ccc(C(=O)N2CCOC23CCN(c2ncccn2)CC3)cc1 | / | -2.2%
Cc1ccc(S(=O)(=O)N2CCN(Cc3ccccn3)CC2)cc1 | 13 | 7.9%

An excerpt; rates above refer to the full screens.
